TRPV1 agonist: activates the human vanilloid receptor TRPV1; actives 0.19% (n = 320,000); TRPV1-expressing cells, Fluo-8 calcium influx, agonist mode; activation, % at 8.33 µM; Q8NER1; in the data active = activation above about 80%; inconclusive = between about 30% and that limit; also: 0% is about no effect
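Fluo-8 calcium influx in TRPV1-expressing cells, kinetic read (ex 480/em 520 nm). Compound added and read 3 min for agonist activity, followed by capsaicin at EC20 final and 2 min further read for enhancement.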
Giardia kill: Giardia lamblia killing | Giardia lamblia trophozoite viability | activity change, % at 7.66 µM, hits read low | actives 0.15% (n = 340,000) | AID 540267; in the data active = activity change below about -80%; inconclusive = between about -30% and that limit;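 also: parasites exposed to compound for two days anaerobically before the ATP read; % is scaled to controls: 0 for no effect and ±100 for the full control effect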
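Killing of trophozoites was scored by loss of ATP luminescence after a 48 hrs anaerobic exposure to compounds at 37 deg C, using 100 cells per well.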
USP2a block: inhibitors of human ubiquitin-specific protease USP2a; O75604; USP2 core, Ub-CHOP2 coupled fluorogenic reporter, 485/531; Potency, µM (titrated, usually from 38.3 µM), without a hit: at the highest dose activity change, negative = inhibition, most hits filed as inhibitors; actives 0.01% (n = 330,000);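 also: potency is read from the fitted curve at half-maximal effect; plate controls were DMSO wells for no effect and full inhibition by NEM control for full effect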
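USP2 core (10nM final) preincubated 30min RT with compound in 20mM Tris-HCl pH 8.0, 2mM CaCl2, 2mM beta-mercaptoethanol, 0.05% CHAPS; 25nM Ub-CHOP2 plus 25nM reporter substrate added, fluorescence (Ex485/Em531) read after 60min.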
Menin-MLL TR inh: menin-MLL binding inhibition, Texas Red mutant peptide; Potency, µM (series often up to 61.6 µM), inactives show top-dose FP activity change, negative = inhibition, hits mostly inhibitors; AID 1768; actives 0.23% (n = 270,000); Menin + Texas Red MLL mutant peptide, fluorescence polarization; O00255; active = well fitted inhibition curve with a large enough effect in the polarisation, with a control signal flat, not every such curve was filed as active; inconclusive = small, poorly fitted or top-dose-only effect, or effect the other way, or a change in a side signal; inactive = no such curve, though single readings can be large or run the other way; the % refers to the polarisation; also: potency is read from the fitted curve at half-maximal effect; % of control where 0% means no effect; many of its hits are not listed in these tables
PKM2 activator: PKM2 (human) enzyme activation; purified PKM2, Kinase-Glo ATP luminescence, activation; response scale: 0% is enzyme alone, no compound; Potency, µM (top dose mostly 57.5 µM), inactives show top-dose activation, hits mostly activators; actives 0.34% (n = 260,000); also: potency is read from the fitted curve at half-maximal effect; % is scaled to controls: 0 for no effect and ±100 for the full control effect; nearly all actives have a fitted effect of over 55% in size
Target sequence (P14618 whole entry, looked up): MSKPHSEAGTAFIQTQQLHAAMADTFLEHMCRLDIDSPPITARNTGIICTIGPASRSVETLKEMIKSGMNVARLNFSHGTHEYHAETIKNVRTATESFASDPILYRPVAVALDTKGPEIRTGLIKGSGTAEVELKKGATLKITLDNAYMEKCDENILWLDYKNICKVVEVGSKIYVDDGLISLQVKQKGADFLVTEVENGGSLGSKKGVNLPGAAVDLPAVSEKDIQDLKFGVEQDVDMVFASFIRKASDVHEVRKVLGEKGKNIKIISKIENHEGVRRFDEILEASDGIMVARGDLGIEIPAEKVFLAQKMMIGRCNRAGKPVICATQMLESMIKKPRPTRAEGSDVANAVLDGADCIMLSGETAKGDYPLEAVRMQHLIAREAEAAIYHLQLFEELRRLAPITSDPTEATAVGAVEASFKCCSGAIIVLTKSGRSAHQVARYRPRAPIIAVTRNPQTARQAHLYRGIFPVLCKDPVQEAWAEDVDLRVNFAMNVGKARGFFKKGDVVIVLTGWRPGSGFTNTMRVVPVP
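Kinase-Glo luminescence reports ATP generated from ADP (0.1 mM) and PEP (0.5 mM) by purified hPK-M2 after 1 h at room temperature, pH 7.2 imidazole buffer; intermediate enzyme activity allows detecting inhibitors and activators.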
GALK inhibitor: galactokinase (human) inhibition | P51570 | Purified GALK, Kinase-Glo residual ATP luminescence | Potency, µM (top dose mostly 57.5 µM), for inactives: at the top dose activity change, negative = inhibition, usual class: inhibitors | actives 0.007% (n = 270,000) | AID 1868; also: potency is read from the fitted curve at half-maximal effect; % is scaled to controls: 0 for no effect and ±100 for the full control effect
Target sequence (P51570 whole entry, looked up): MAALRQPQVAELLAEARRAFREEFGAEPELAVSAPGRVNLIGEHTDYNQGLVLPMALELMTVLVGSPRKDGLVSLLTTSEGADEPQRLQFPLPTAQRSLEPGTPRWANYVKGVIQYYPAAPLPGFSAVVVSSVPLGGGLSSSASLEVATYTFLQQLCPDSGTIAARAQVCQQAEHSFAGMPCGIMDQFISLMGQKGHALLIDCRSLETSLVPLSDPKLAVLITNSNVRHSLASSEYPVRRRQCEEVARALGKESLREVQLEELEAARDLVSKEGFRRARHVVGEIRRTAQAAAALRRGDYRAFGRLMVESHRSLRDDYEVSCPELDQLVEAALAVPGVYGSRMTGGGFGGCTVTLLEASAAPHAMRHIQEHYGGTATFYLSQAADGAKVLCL
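GALK at 5 nM final was combined with compound, 35 uM ATP and 100 uM galactose in HEPES pH8.0 with MgCl2 and DTT. The reaction ran one hour at room temperature before luminescent ATP detection.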
FBPA coupling cs: coupling enzyme interference in Giardia aldolase counter-screen | coupling enzyme system counterscreen, AmpLite Red fluorescence | activity change, negative = inhibition, % at 58.2 µM, hits read low | actives 0.67% (n = 290,000) | AID 2472; in the data active = activity change below about -30%; also: % is scaled to controls: 0 for no effect and ±100 for the full control effect
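Fluorescence at 525 nm excitation and 598 nm emission measured inhibition of the coupled detection system without aldolase. Compounds (at 57.5 uM final) were preincubated 10 min at room temperature with coupling enzyme reagent before a 20 min substrate/AmpLite Red step.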
hERG WT inh: inhibitors of human wildtype KCNH2 potassium channel. Q12809. U2OS, BacMam KCNH2, thallium flux FluxOr; hits give low values. activity change, % at 1.84 µM. actives 0.37% (n = 340,000). AID 720551;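 active = maximum activity change below -70%; inconclusive = maximum activity change between -70% and -50%; inactive = maximum activity change above -50%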; also: % is scaled to controls: 0 for no effect and ±100 for the full control effect
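U2OS cells were transduced with wild-type KCNH2 virus (2.03 x 10^8 / mL) for 4 h at room temperature, then cultured overnight at 37 C. Thallium flux was read with FluxOr dye. Rate constants were normalized to DMSO controls.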
B2AR arrestin: recruits beta-arrestin to the human beta2-adrenergic receptor. P07550. beta-arrestin recruitment to beta2AR, cell-based reporter. Potency, µM (highest dose often 46.1 µM), for inactives: at the highest dose activation, usual class: activators. actives 0.02% (n = 330,000). AID 492947;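 also: potency is read from the fitted curve at half-maximal effect; 0% = DMSO controls and full agonism = EC100 isoproterenol or metaproterenol; nearly all actives have a fitted effect of over 65% in size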
MLL CXXC-DNA inh: MLL CXXC-DNA interaction inhibition | Q03164 | MLL-CXXC / FITC-HOXA9 DNA fluorescence polarization | Potency, µM (highest dose often 115 µM), for the others: at the highest dose activity change, negative = inhibition, hits mostly inhibitors | actives 0.037% (n = 290,000) | AID 2662; active = well fitted inhibition curve with a large enough effect in the polarisation, with a control signal flat, not every such curve was filed as active; inconclusive = small, poorly fitted or top-dose-only effect, or effect the other way, or a change in a side signal; inactive = no such curve, though single readings can be large or run the other way; the % refers to the polarisation; also: potency is read from the fitted curve at half-maximal effect
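Steps: dispense CXXC domain solution (7 uM) → pin compounds or unlabeled HOX-A9 DNA control → 5 min ambient → add FLSN-HOX-A9 solution (50 nM) → spin → 30 min ambient → fluorescence polarization. Tris pH 7.5/NaCl/DTT/BSA buffer.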
KCNH2 3.1 block: KCNH2 3.1 (human) potassium channel inhibition; U2OS KCNH2 3.1, thallium flux FluxOr; hits give low values; activity change, % (tested at about 1.8 µM); actives 0.95% (n = 340,000); AID 720553;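 active = maximum activity change below -70%; inconclusive = maximum activity change from -70% to -50%; inactive = maximum activity change above -50%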;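 also: thallium influx rate constant from kinetic fluorescence after stimulation buffer; % is scaled to controls: 0 for no effect and ±100 for the full control effect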
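Steps: virus added to U2OS suspension (4 h, RT, dark); medium with 10% FBS added, cells plated, 37 C overnight; FluxOr/Red40 loading buffer 45 min RT; stimulation buffer, 2 min kinetic read; rate constant normalized.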
Numbers without * were called inactive; ? = inconclusive; . = no result given; & = joins results of further samples; [ ] = remark or other dose. Unless noted, calls follow the shape of the dose curve; as a rule, active = well fitted curve in the direction sought with a large enough effect; inconclusive = small, poorly fitted or top-dose-only effect, or another doubt; inactive = no such curve, though single readings can be large; an effect the other way counts as inactive or inconclusive.

SMILES | TRPV1 agonist | Giardia kill | USP2a block | Menin-MLL TR inh | PKM2 activator | GALK inhibitor | FBPA coupling cs | hERG WT inh | B2AR arrestin | MLL CXXC-DNA inh | KCNH2 3.1 block
COC(=O)c1ccc2c(c1)C(=O)/C(=C/c1ccc(C)cc1)O2 | -1 | 13 | 4% | -7% | -12% | 1% | 0 | 3 | -0.6% | 2% | 5
Cc1ccc(C)c(-c2cc(C(=O)NN3CCOCC3)c3ccccc3n2)c1 | -5 | -8 | 0% | 3% | 2% | 0% | 4 | -4 | -0.7% | 1% | -13
COc1cc(OC)nc(Oc2ccccc2C(=O)Oc2cccc(C)c2)n1 | 14 | 22 | -2% | -1% | 4% | -4% | 0 | -19 | -0.1% | 5% | -21
COc1cc([N+](=O)[O-])cc(/C=N/NC(=O)c2ccc(C)nc2)c1O | 0 | 8 | 0% | 13% | -1% | 0% | 5 | -1 | -0.2% | -13% | 22
COc1ccc(/C=N\NC(=O)CNC(=O)C2COc3ccccc3O2)cc1[N+](=O)[O-] (stereo not given) | 1 | -14 | 1% | 26% | 0% | 9% | 1 | -4 | -0.2% | 10% | -14
COc1ccc(S(=O)(=O)N2CCOC2CNC(=O)C(=O)NCCc2ccc(S(N)(=O)=O)cc2)cc1 (stereo not given) | 2 | -19 | 0% | -1% | -4% | . | -1 | -6 | 0.3% | . | 30
CC1(c2ccc3noc(-c4cccc(F)c4)c3c2)OCCO1 | 6 | 27 | 0% | 11% | -8% | -2% | -1 | 7 | -0.1% | 1% | -2
Cc1cccc(N(CC(=O)NC2CCCCC2)C(=O)CCC(=O)Nc2nccs2)c1 | 3 | 7 | 3% | -17% | . | 3% | -1 | -3 | 0.1% | -4% | -1
O=C(CCCCCNc1nc(=S)[nH]c2ccccc12)N1CCN(c2ccccn2)CC1 | 0 | . | 4% | 0% | 0% | 0% | -1 | . | -0.8% | 2% | .
Cc1nc(COc2ccccc2Cl)sc1-c1ccnc(N)n1 | 3 | -6 | -1% | . | 6% | 0% | 3 | 4 | 0.6% | -4% | 8
O=S(=O)(Nc1ccncc1Cl)c1cccc(Cl)c1Cl | -1 | -20 | 0% | . | 5% | 9% | 11 | -7 | 0.3% | -5% | 22
CCCc1ccc2oc(C(=O)N3CCC(O)CC3)c(C)c2c1 | -1 | -13 | 1% | -9% | 1%[0.46 µM] | 8% | 0 | 4 | 0.8% | 3% | 8
COc1cccc(C(=O)OCCN2CCOCC2)c1 | 0 | -14 | -2% | 0% | 0% | 0% | 1 | 0 | -0.4% | -7% | 11
CC(O)[C@H]1CNC(=O)C(=O)N1CCc1cc(C(F)(F)F)cc(C(F)(F)F)c1 (stereo not given in full) | -8 | 26 | -4% | . | 7% | 2% | 7 | 0 | 0.0% | 0% | -7
Cc1cccc(Oc2cnn(C(C)(C)C)c(=O)c2Cl)c1 | 25 | 2 | 2% | -15% | -6% | -2% | -2 | -3 | 0.1% | -1% | 5
COc1cccc(OC)c1OCCNCCO | 2 | -8 | -1% | -18% | -1% | -4% | 0 | -1 | -1.8% | -4% | 14
CCOC(=O)N1CCN(c2c(NCCCOC(C)C)c(=O)c2=O)CC1 | 2 | -9 | 0% | -2% | 0% | 0% | 0 | -41 | 0.0% | -7% | 4
CCCN1CCC(NC(=S)Nc2ccc(S(N)(=O)=O)cc2)CC1 | 1 | 0 | 11% | ? | 1% | 0% | 2 | -6 | -0.4% | -17% | 5
CCCC(=O)N(CCN1CCOCC1)c1nc2c(C)ccc(C)c2s1 | 25 | 0 | -3% | ? | . | 1% | -2 | -6 | 0.3% | 1% | -85*
COc1ccc(N2C(=O)C3[C@@H](C2=O)C2(Cl)C(Cl)=C(Cl)C3(Cl)C2(OC)OC)cc1 (stereo not given in full) | 11 | 0 | 0% | -3% | -3% | 1% | 0 | -11 | -0.5% | -2% | -8
OC1(Cc2ccccc2)CCNCC1 | 1&1 | -10 | -3%&0% | . | -8%&2% | -4% | 5&-1 | 1 | -0.2%&0.0% | -16%&-12% | 20
Cc1ccc(NC(=O)COC(=O)C2CC2)cc1Cl | 17 | 4 | 5% | . | . | . | . | 28 | 0.1% | . | 1
Cc1ccc(Cc2cnc(NC(=O)/C(C#N)=C/c3ccc(-c4ccccc4[N+](=O)[O-])o3)s2)cc1 | 1 | 10 | -2% | ? | -2% | -1% | 0 | -9 | -0.2% | 5% | -1
Cc1ccc(C)c(NC(=O)C2CC(O)CN2C(=O)OCc2ccccc2)c1 (stereo not given) | 1 | -2 | 3% | 0% | 6% | 1% | 0 | 11 | 0.0% | 0% | 18
COCC(C)NC(=O)CSc1ncnc2sc(-c3ccccc3)cc12 (stereo not given) | 1 | 11 | 0% | . | -6% | 2% | . | 4 | -0.1% | 10% | 19
COCCNC(=O)CN1CCN(C(c2ccccc2)c2ccccc2)CC1 | 5 | 6 | 2% | -23% | -9% | 3% | 2 | -3 | -0.2% | 13% | 4
CCOc1ccc(CNc2ccc(N3CCN(Cc4ccccc4)CC3)cc2)cc1 | 2 | 8 | 4% | -11% | 2%[11.5 µM] | 6% | -6 | 6 | -0.2% | -6% | -18
COc1cccc(NC(=O)c2cc(-c3ccncc3)nc3c(C)cc(C)cc23)c1 | 4 | 1 | -8% | 2% | -3% | 1% | -2 | 5 | -0.3% | 2% | 7
CN(C(=S)NC(=O)c1ccccc1Br)C1CCCCC1 | 14 | -4 | 1% | 14% | 7% | -2% | 1 | 22 | -0.3% | -2% | 9
CCN(CC)CCCNC(=O)Cn1cnc2sc(C)c(S(=O)(=O)N3CCC(C)CC3)c2c1=O | 0 | -2 | 0% | 8% | 1% | 7% | 0 | 3 | -0.2% | 6% | -7
Cc1ccccc1NC(=O)Cc1nc(-c2c[nH]c(C(=O)N3CCCC3)c2)cs1 | -1 | 5 | 5% | . | . | . | . | -11 | 0.2% | . | 9
COc1cc2c(cc1OC)CC(=O)N(C)CC2 | 1 | 1 | -1% | -2% | 0% | . | 3 | -4 | 4.7% | 5% | 24
CCCc1cn(S(=O)(=O)c2ccc(OC)cc2OC)nc1N | -1 | -10 | -1% | 11% | 4% | 1% | 2 | -13 | 0.1% | 4% | -13
COc1ccccc1CC(=O)Nc1ccc2nc(C)sc2c1 | 0 | -12 | 3% | -12% | 6% | 2% | -3 | -1 | -0.9% | -11% | 9
O=C(CN1C(=O)NC2NC(=O)NC21)N/N=C/c1ccc(F)cc1 (stereo not given) | -3 | 9 | -15% | -7% | -11% | 10% | -2 | 5 | 0.3% | 0% | -1
COc1ccc(-c2nnn(CC(=O)N(Cc3ccco3)C(C(=O)NCC3CCCO3)c3ccco3)n2)cc1 (stereo not given) | 0 | -14 | 1% | 2% | 0% | 0% | -2 | -2 | -0.3% | 3% | -16
COCCNC(=O)CN(Cc1ccco1)C(=O)CCC(=O)Nc1nccs1 | 0 | 20 | 1% | 11% | -10% | -3% | 1 | 5 | -0.1% | 5% | 1
COc1cccc(C2=CC(c3ccc(C)cc3)n3ncnc3N2)c1 (stereo not given) | 22 | . | 5% | 4% | -1% | 3% | 3 | . | 0.2% | -1% | .
CCc1c(C(=O)NC(C)C2CCCO2)csc1C (stereo not given) | 4 | -25 | 0% | . | -3% | 4% | . | -4 | 0.1% | 11% | 12
COc1ccc(CNC(=O)CN(Cc2ccccc2)C(=O)c2csnn2)cc1 | 2 | -11 | -1% | -8% | 1% | -2% | 1 | 1 | -0.6% | 1% | 26
O=C(C1CC(=O)N(c2ccc3c(c2)OCCO3)C1)N1CCN(Cc2ccccc2)CC1 (stereo not given) | 1 | -9 | 0% | . | . | . | . | 14 | 0.0% | . | 24
COCCCn1c(=O)/c(=C\c2cccc(OC)c2OC)s/c1=C(/C#N)C(=O)Nc1ccc(C(=O)O)cc1 | 29 | -11 | 7% | . | 8% | 1% | 4 | -1 | 0.0% | ? | 16
CCN(CC)CCOC(=O)c1ccc(N/C=C(/C#N)c2nc(-c3ccc(OC)cc3)cs2)cc1 | 2 | -8 | 1% | . | -3% | 1% | 0 | 2 | -0.7% | 59%[activator] | 5
O=C(NC1CCOc2ccccc21)c1ccc(=O)[nH]c1 (stereo not given) | 2 | -9 | -2% | 4% | 2% | 4% | 1 | 2 | -0.3% | -3% | 11
COC(=O)c1cc(OC(=O)c2ccc(=O)[nH]c2)cc(C(=O)OC)c1 | 3 | -30 | 3% | -5% | 5% | 15% | 0 | -1 | -0.5% | 4% | 15

From PubChem BioAssay

A portion of the library. The share of hits here may be higher or lower than overall.
